High-throughput results deposited in PubChem by National Center for Advancing Translational Sciences (NCATS).
Tau fibril FP: tau fibrillization inhibition (FP) | Potency, µM (titrated, usually from 57.7 µM), for the others: at the top dose activity, negative = inhibition, usual class: inhibitors | K18 P301L tau heparin fibrillization, Alexa594 FP, 6 h | actives 0.39% (n = 280,000); also: potency is read from the fitted curve at half-maximal effect; % is scaled to controls: 0 for no effect and ±100 for the full control effect; nearly all actives have a fitted effect of over 55% in size
Target sequence (P10636 561-689 P618L limits assumed): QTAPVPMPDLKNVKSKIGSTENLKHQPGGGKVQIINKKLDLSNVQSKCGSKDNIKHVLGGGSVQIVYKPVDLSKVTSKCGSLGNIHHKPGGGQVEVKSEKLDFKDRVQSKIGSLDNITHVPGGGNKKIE
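Recombinant K18 P301L […], labeled with Alexa 594 at 0.24 uM over 15 uM unlabeled; heparin inducer 20 uM final; 37 C, 6 hr; FP endpoint.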
TexasRed fluor: Texas Red fluorescence interference in TRb-SRC2 counter-screen | AID 1479 | TRb/SRC2 Texas Red total fluorescence interference | Potency, µM (series often up to 106 µM), without a hit: top-dose fluorescence change, negative = quenching | actives 0.29% (n = 280,000); active = well fitted curve in either direction with a large enough effect; inconclusive = small, poorly fitted or top-dose-only effect; also: potency is read from the fitted curve at half-maximal effect; % is scaled to controls: 0 for no effect and ±100 for the full control effect
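Human TRβ ligand-binding domain (0.6 uM) and Texas Red SRC2 peptide (20 nM) in Tris buffer with 1 uM T3 and 5% DMSO were incubated with pinned compound for 5 hr at ambient temperature. Total fluorescence was computed as S + 2P (555/632 nm).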
Epigenetic reg: regulators of epigenetic silencing causing reporter derepression in mouse cells; murine LDR cells, GFP reporter derepression, 30 h; Potency, µM (top dose mostly 53.9 µM), inactives show top-dose GFP activation, most hits filed as activators; actives 0.2% (n = 280,000); AID 1865; also: potency is read from the fitted curve at half-maximal effect; % of control where 0% means no effect; nearly all actives have a fitted effect of over 60% in size
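Derepression of a silenced CMV-GFP reporter in murine LDR cells is scored by enumerating GFP-positive cells with a laser-scanning microplate cytometer after 30 hours of treatment at 37 C.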
NPSR antagonist: blocks cAMP signaling of the human neuropeptide S receptor; Q6W5P4; CHO-NPSR cells, cAMP TR-FRET, antagonist mode; Potency, µM (series often up to 38.3 µM), without a hit: at the highest dose activity change, negative = inhibition, actives largely listed as inhibitors; actives 1% (n = 220,000); also: potency is read from the fitted curve at half-maximal effect; % is scaled to controls: 0 for no effect and ±100 for the full control effect; nearly all actives have a fitted effect of over 50% in size; many of its hits are not listed in these tables
aGal spleen mod: alpha-galactosidase A (human) modulation | P06280 | human spleen homogenate, 4MU-alpha-Gal fluorescence, 40 min | Potency, µM (highest dose often 80 µM), for the others: at the highest dose activity change, negative = inhibition, usual class: inhibitors | actives 0.008% (n = 240,000) | AID 2107;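 also: potency is read from the fitted curve at half-maximal effect; 0% = enzyme with vehicle and -100% = no enzyme basal signal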
Target sequence (P06280 32-429 limits assumed): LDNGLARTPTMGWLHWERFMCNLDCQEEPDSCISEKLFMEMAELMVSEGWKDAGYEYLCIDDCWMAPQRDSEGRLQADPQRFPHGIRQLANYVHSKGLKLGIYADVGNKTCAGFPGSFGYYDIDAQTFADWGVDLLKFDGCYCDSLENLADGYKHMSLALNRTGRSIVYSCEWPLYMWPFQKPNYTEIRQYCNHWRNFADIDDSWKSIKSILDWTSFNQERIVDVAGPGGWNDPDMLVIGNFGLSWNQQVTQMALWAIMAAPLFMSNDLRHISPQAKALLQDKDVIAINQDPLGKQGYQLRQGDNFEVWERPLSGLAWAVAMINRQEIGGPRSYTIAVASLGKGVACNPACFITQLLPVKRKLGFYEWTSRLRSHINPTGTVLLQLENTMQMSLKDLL
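Inhibition or activation of alpha-galactosidase in human spleen homogenate is scored by 4-MU fluorescence after 40 min at 37C, pH 5.0, with 1 mM substrate. AC50s come from concentration-response fitted to the Hill equation.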
TRb-SRC2 inh: disrupts binding of human TR beta to SRC2; Potency, µM (highest dose often 106 µM), inactives show at the top dose activity change, negative = inhibition, hits mostly inhibitors; AID 1469; P10828; actives 0.065% (n = 280,000); TRbeta-SRC2 peptide binding, fluorescence polarization; receptor liganded with 1 µM T3;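 also: potency is read from the fitted curve at half-maximal effect; plate controls were bound peptide for no effect and peptide without receptor for full effect; nearly all actives have a fitted effect of over 50% in size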
Target sequence (P10828 whole entry, looked up): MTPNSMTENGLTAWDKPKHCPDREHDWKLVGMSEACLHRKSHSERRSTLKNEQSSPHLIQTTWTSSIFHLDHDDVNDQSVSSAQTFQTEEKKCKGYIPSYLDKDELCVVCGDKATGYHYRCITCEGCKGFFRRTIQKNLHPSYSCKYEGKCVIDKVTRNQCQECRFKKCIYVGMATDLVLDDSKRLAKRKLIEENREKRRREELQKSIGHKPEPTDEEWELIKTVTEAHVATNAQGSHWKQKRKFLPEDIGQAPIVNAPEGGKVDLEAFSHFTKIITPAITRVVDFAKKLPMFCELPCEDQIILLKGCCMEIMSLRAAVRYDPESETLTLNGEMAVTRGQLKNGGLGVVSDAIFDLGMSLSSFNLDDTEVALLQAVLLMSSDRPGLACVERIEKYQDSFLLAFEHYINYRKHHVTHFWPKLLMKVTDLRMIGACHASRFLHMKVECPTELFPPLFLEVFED
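Read-out is fluorescence polarization (555 nm excitation, 632 nm emission) of a Texas Red SRC2 coactivator peptide; loss of signal reflects blocked binding to human TRb ligand-binding domain in the presence of 1 uM T3.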
Tau fluor counter: counter-screen for tau fibril formation inhibitors; tau K18 P301L Alexa594 fluorescence, heparin fibrillization; Potency, µM (doses to about 57.7 µM), for the others: top-dose activity change, negative = decrease; AID 1463; actives 0.93% (n = 280,000); also: potency is read from the fitted curve at half-maximal effect; % is scaled to controls: 0 for no effect and ±100 for the full control effect; nearly all actives have a fitted effect of over 55% in size
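Human tau K18 P301L (15 uM unlabeled, 0.24 uM Alexa 594-labeled) in 100 mM sodium acetate pH 7 with 20 uM heparin, 6 hr at 37 C. ThT 30 uM added, 1 hr ambient; Alexa 594 FP and total fluorescence read at 555/632 nm.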
CBFb RUNX1 block: blocks binding between human CBF-beta and RUNX1; Q01196+Q13951; AlphaScreen CBFb-His/RUNX1-biotin binding, biochemical; Potency, µM (highest dose often 59.8 µM), inactives show top-dose activity, negative = inhibition, most hits filed as inhibitors; 230,000 tested, under 10 active; also: % of control where 0% means no effect
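AlphaScreen binding: CBFb-His and RUNX1-biotin (30 nM each) preincubated 20 min, compound added for 15 min, then nickel and streptavidin beads for 90 min, all at room temperature. Disruption of the interaction by any mechanism counts as activity.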
Starred values were filed as active, the others as inactive; ? = inconclusive; . = not tested or not shown; [ ] = another dose, or the depositor's remark. Unless noted, calls follow the shape of the dose curve; as a rule, active = well fitted curve in the direction sought with a large enough effect; inconclusive = small, poorly fitted or top-dose-only effect, or another doubt; inactive = no such curve, though single readings can be large; an effect the other way counts as inactive or inconclusive. An excerpt (hit frequency here may not be typical).

1	CN(NC(=O)/C=C/C(=O)O)c1ncc(C(F)(F)F)cc1Cl
2	Cn1c(=O)[nH]c(=O)c2c1nc(CN1CCN(c3ccccc3F)CC1)n2Cc1ccc(F)cc1
3	COC1=CC(=O)C=C(OC)C1=O
4	COc1ccc(NC(=O)C2CCN(S(C)(=O)=O)CC2)cc1
5	CCOc1ccc(CC(=O)N2CCc3cc(OC)c(OC)cc3C2COc2ccc3c(C)cc(=O)oc3c2)cc1 (stereo not given)
6	CCc1ccc(-n2nc(C)c3c(C(=O)Nc4ccc(Cl)cc4)cc(C)nc32)cc1

compound no.,1,2,3,4,5,6
Tau fibril FP,-3.1%,-1.8%,22.4µM*,8.9%,7.0%,-14.7%
TexasRed fluor,-2.4%,0.1%,-0.2%,-0.5%,-1.1%,-5.6%
Epigenetic reg,0.6%,-1.1%,-0.5%,0.0%,-2.3%,-0.4%
NPSR antagonist,21.4%,.,.,-2.3%[46.1 µM],.,.
aGal spleen mod,2.6%,.,1.3%,3.4%,.,.
TRb-SRC2 inh,-3.5%,-7.4%,11.4%,-0.6%,0.4%,7.9%
Tau fluor counter,-1.8%,-7.2%,?,-0.8%,6.4%,-25.4%
CBFb RUNX1 block,-6.7%,.,-12.4%,4.8%,.,.

7	CCn1c2ccccc2c2cc(/C=N/NC(=O)c3ccccc3)ccc21
8	CC(=O)N(c1ccccc1)c1c(F)c(F)c(F)c(F)c1F
9	CCCCCOC(=O)c1ccc(N2C(=O)C3C4C=CC(C4)C3C2=O)cc1 (stereo not given)
10	CC(=O)Nc1cccc(NC(=O)CSc2ccc(-c3cccnc3)nn2)c1
11	Cc1ccc(NC(=O)C(=O)NCC(c2cccnc2)N2CCN(C)CC2)cc1C (stereo not given)
12	COc1ccc2c(c1OC)C(=O)N1c3ccccc3C(=O)OC21 (stereo not given)

compound no.,7,8,9,10,11,12
Tau fibril FP,-4.5%,-4.8%,9.2%,-4.8%,-6.3%,-11.9%
TexasRed fluor,0.7%,-4.4%,-2.5%,-1.1%,?,-0.7%
Epigenetic reg,1.1%,0.0%,-0.7%,4.5%,0.0%,5.4%
NPSR antagonist,-13.3%[46.1 µM],-20.2%[46.1 µM],-21.5%[46.1 µM],8.7%,.,.
aGal spleen mod,-1.8%,0.0%,1.8%,4.5%,.,1.2%
TRb-SRC2 inh,-1.2%,-3.8%,-4.1%,2.9%,-13.7%,-2.8%
Tau fluor counter,-24.3%,0.0%,-11.2%,-3.2%,-7.6%,-12.5%
CBFb RUNX1 block,3.8%,5.3%,-0.1%,-7.0%,.,-1.8%

13	CC1CCC(=C(C#N)c2nc(-c3cc4ccccc4oc3=O)cs2)CC1 (stereo not given)
14	O=C(CCn1cccc1)NCc1ccc(Cl)cc1
15	COc1cc(CCC(=O)NNC(=O)c2ccc(C)cc2)cc(OC)c1OC
16	COc1ccc(CN(C(=O)c2ccco2)c2ccccc2)cc1
17	O=[N+]([O-])c1ccccc1SN(Cc1ccccc1)c1ccccn1
18	CCOC(=O)/C(=N/Nc1ccccc1)Sc1nnc(CCc2ccccc2)n1-c1ccccc1

compound no.,13,14,15,16,17,18
Tau fibril FP,-1.7%,-5.3%,5.3%,0.9%,-3.6%,-0.9%
TexasRed fluor,-0.8%,-8.1%,-0.8%,1.9%,0.2%,-2.9%
Epigenetic reg,0.0%,0.0%,-4.8%,-6.5%,0.0%,-1.5%
NPSR antagonist,-13.2%[46.1 µM],-19.1%[46.1 µM],4.8%,-5.0%[46.1 µM],-31.1%,2.3%
aGal spleen mod,7.1%,-5.8%,0.1%,-5.2%,-1.3%,5.3%
TRb-SRC2 inh,-0.1%,2.8%,10.6%,-4.9%,-0.7%,4.6%
Tau fluor counter,-20.4%,-8.8%,10.3%,-4.9%,-21.6%,-1.9%
CBFb RUNX1 block,8.1%,-8.8%,-7.6%,12.8%,-22.6%,-19.9%

19	C1CNC(C23CC4CC(CC(C4)C2)C3)=N1
20	Cc1nc(-c2ccc([N+](=O)[O-])cc2)sc1C(=O)O
21	Cc1cc2ncn(/N=C/c3cccnc3)c2cc1C
22	O/N=C/c1cccn1-c1ccc(O)cc1
23	COc1cc(OC)c2c(C)cc(=O)oc2c1C(CCN1CCN(c2ccccc2)CC1)c1ccc2c(c1)OCO2 (stereo not given)
24	COc1ccc(C(=O)COC(=O)C2CCC(=O)N2)cc1 (stereo not given)

compound no.,19,20,21,22,23,24
Tau fibril FP,-7.4%,3.2%,-1.7%,4.0%,3.1%,-7.6%
TexasRed fluor,-3.0%,-6.1%,-0.5%,1.2%,-2.5%,-1.6%
Epigenetic reg,-0.1%,-0.6%,2.1%,0.4%,1.6%,-3.8%
NPSR antagonist,5.3%,12.3%,-12.9%[46.1 µM],-24.3%[46.1 µM],-51.9%,5.4%
aGal spleen mod,7.0%,-3.0%,-17.4%,4.8%,4.7%,-17.5%
TRb-SRC2 inh,-4.7%,0.0%,-5.2%,8.0%,-2.7%,-0.3%
Tau fluor counter,-8.1%,-2.5%,-1.3%,3.7%,-23.3%,-7.8%
CBFb RUNX1 block,3.5%,11.3%,-0.5%,1.1%,?,3.7%

25	Cc1nnc2sc(-c3ccc(NC(=O)CSc4ccc(Cl)cc4)cc3)nn12
26	CC(=O)NC(CCS(C)(=O)=O)C(=O)Nc1cc(C)on1 (stereo not given)
27	COc1ccc(Oc2nc(C)cc(C)c2S(=O)(=O)c2ccc(C)cc2)cc1
28	COCCCNc1ccnc2c(Cl)cccc12
29	C=CCC1c2cccc(C(=O)O)c2C(=O)N1c1ccc(F)cc1 (stereo not given)
30	Cc1ccc(S(=O)(=O)c2c(O)cc(C)c(NS(=O)(=O)c3ccc(Br)cc3)c2C)cc1

compound no.,25,26,27,28,29,30
Tau fibril FP,-8.3%,9.6%,5.4%,0.3%,3.1%,?
TexasRed fluor,-5.2%,-4.1%,-1.0%,-1.1%,1.7%,1.0%
Epigenetic reg,?,0.0%,-1.6%,-1.0%,-3.8%,3.2%
NPSR antagonist,-24.7%,-1.5%[46.1 µM],-24.9%[46.1 µM],9.1%[46.1 µM],-8.8%[46.1 µM],.
aGal spleen mod,-3.4%,-5.1%,4.0%,2.6%,0.4%,.
TRb-SRC2 inh,-5.5%,3.6%,-0.1%,1.0%,-4.6%,1.7%
Tau fluor counter,-19.1%,7.8%,-20.4%,-1.6%,0.7%,?
CBFb RUNX1 block,0.1%,-0.4%,5.4%,-2.6%,1.7%,.

31	Cc1ccc2c(=O)cc(C(=O)Nc3ccc(S(=O)(=O)N(C)Cc4ccccc4)cc3)oc2c1C
32	O=C(Nc1ccc(O)c2c(=O)cc(-c3cccc(Cl)c3)oc12)c1cccc(Cl)c1
33	Cc1nn(C)c2c1c(C(F)(F)F)cc(=O)n2C(C)C(=O)Nc1ccccc1F (stereo not given)
34	COc1ccc(NC(=O)C2COc3ccccc3C2)cc1Cl (stereo not given)
35	Cc1ccc(C)c(S(=O)(=O)NCCOC(=O)Nc2sc(=S)n(C)c2C)c1
36	CN(C)CCC(=O)c1ccc2c(c1)OCO2

compound no.,31,32,33,34,35,36
Tau fibril FP,?,-13.1%,3.8%,-2.8%,14.3%,?
TexasRed fluor,10.3%,-0.3%,-18.9%,-3.9%,2.3%,-5.6%
Epigenetic reg,0.0%,-0.1%,0.0%,2.3%,0.8%,0.4%
NPSR antagonist,.,?,.,.,-10.5%[46.1 µM],-16.8%[46.1 µM]
aGal spleen mod,.,12.6%,.,.,-5.2%,1.4%
TRb-SRC2 inh,1.6%,5.3%,4.4%,3.5%,1.6%,-2.1%
Tau fluor counter,?,-18.6%,-7.8%,-16.5%,-21.2%,19.1%
CBFb RUNX1 block,.,7.0%,.,.,-2.1%,1.1%

2 entries drawn at random from those above:
31	Cc1ccc2c(=O)cc(C(=O)Nc3ccc(S(=O)(=O)N(C)Cc4ccccc4)cc3)oc2c1C
35	Cc1ccc(C)c(S(=O)(=O)NCCOC(=O)Nc2sc(=S)n(C)c2C)c1

compound no.,31,35
Tau fibril FP,?,14.3%
TexasRed fluor,10.3%,2.3%
Epigenetic reg,0.0%,0.8%
NPSR antagonist,.,-10.5%[46.1 µM]
aGal spleen mod,.,-5.2%
TRb-SRC2 inh,1.6%,1.6%
Tau fluor counter,?,-21.2%
CBFb RUNX1 block,.,-2.1%

Next part.
37	CCCC(=O)Nc1ccc2nc(SCC(=O)N3CCCC3)sc2c1
38	CCc1nnc(NC(=O)Nc2ccc(Cl)cc2)s1
39	Cc1ccc(CN2C(=O)C[C@@H](NS(=O)(=O)c3ccc4ccccc4c3)C/C=C\C2c2ccc(C)cc2)cc1 (stereo not given in full)
40	CN(C)CC(CCC(CN(C)C)C(=O)c1ccccc1)C(=O)c1ccccc1 (stereo not given)
41	O=C(Nc1ccc(S(=O)(=O)N2CCOCC2)cc1)c1ccc(Br)o1
42	Cc1ccc(S(=O)(=O)Nc2ccc(-c3nc4cc(NS(=O)(=O)c5ccc(C)cc5)ccc4o3)cc2)cc1
43	Cc1cccc(N(CC(=O)NC2CCCC2)C(=O)CS(=O)CC(=O)Nc2ccc3c(c2)OCO3)c1 (stereo not given)
44	COc1ccc(NC(=O)c2oc3ccccc3c2NC(=O)Cc2cccs2)cc1

compound no.,37,38,39,40,41,42,43,44
Tau fibril FP,5.5%,-1.9%,-8.7%,?,7.6%,15.8µM*,-2.2%,?
TexasRed fluor,-0.6%,-5.0%,-4.1%,3.0%,-7.3%,-1.5%,-5.0%,-2.2%
Epigenetic reg,0.0%,0.0%,0.7%[40.7 µM],1.1%,0.9%,4.9%,0.0%,-1.4%
NPSR antagonist,10.1%,-9.7%,.,1.7%[7.67 µM],-2.8%[46.1 µM],10µM*,?,.
aGal spleen mod,6.2%,4.1%,-11.1%,13.9%,0.2%,25.7%,-1.8%,.
TRb-SRC2 inh,-3.7%,-1.7%,-3.8%,1.1%,-1.7%,-0.5%,-1.3%,6.0%
Tau fluor counter,-4.2%,-14.8%,-7.8%,-1.7%,-0.1%,?,2.0%,?
CBFb RUNX1 block,0.0%,10.3%,5.5%,0.4%,21.1%,-4.9%,0.9%,.
